# All columns: NCI-60 one-dose screen, growth in % after 48 h at 10 µM unless noted; 100 = growth as untreated, 0 = no growth, -100 = all killed.
# OVCAR-8: OVCAR-8 ovarian cancer | 4.4% of 81,000 active
# OVCAR-5: OVCAR-5 ovarian cancer; 2.9% of 82,000 active
# OVCAR-4: OVCAR-4 ovarian cancer cells | 3.7% of 80,000 active
# SK-OV-3: SK-OV-3 ovarian cancer cells. 3.2% of 80,000 active. AID 1794785
# NCI-H23: NCI-H23 lung cancer. 4% of 80,000 active. AID 1794731
# OVCAR-3: OVCAR-3 ovarian cancer; 7% of 79,000 active; AID 1794787
# NCI-H522: NCI-H522 lung cancer; 8% of 78,000 active; AID 1794739
# NCI/ADR-RES: NCI/ADR-RES ovarian cells; 4.4% of 81,000 active; AID 1794790
# IGROV1: IGROV1 ovarian cancer; 4.7% of 79,000 active; AID 1794786
# * hit, by the source's call; · = not tested or not shown; & = joins results of further samples; [ ] = another dose, or the depositor's remark. Rule for the calls: active = growth percent below 10; inactive = the rest.
SMILES,OVCAR-8,OVCAR-5,OVCAR-4,SK-OV-3,NCI-H23,OVCAR-3,NCI-H522,NCI/ADR-RES,IGROV1
COc1ccc(Nc2ncccc2C(=O)NCc2cn(Cc3cc(OC)cc(OC)c3)nn2)cc1,98,106,98,99,103,97,79,90,113
O=C(Nc1nncs1)c1cccs1,105,91,107,93,100,93,103,115,96
O=C(CCc1ccco1)CCc1ccco1,95,103,117,107,103,108,89,106,109
COc1ccc(-c2c(NC(C)=O)noc2-c2cc(OC)c3c(c2)OCO3)cc1,92,102,101,103,107,103,83,103,97
CC(C)(C)n1cc(-c2ccnc(NCCNS(=O)(=O)c3ccc(F)cc3)c2)c(-c2ccccc2)n1,90,114,80,107,85,102,81,102,97
O=[N+]([O-])c1ccc2[nH]c(=S)sc2c1,99,103,107,85,79,87,79,99,71
Cc1nc2cnc(N)c(C#Cc3cncc(C(=O)Nc4ccccn4)c3)c2nc1C,101,118,92,128,·,102,104,102,83
CCN(CC)C(=O)c1ccc([N+](=O)[O-])cc1,107,98,95,104,98,109,109,103,105
O=[N+]([O-])c1ccc(OCCCBr)c(Cl)c1,97,112,89,112,99,111,85,104,103
COc1ccc2oc(=O)cc(/C=N\Nc3nc(-c4ccc(Cl)cc4)cs3)c2c1,96,96,85,85,83,101,78,95,67
COc1cc(-c2nc3ccc(-c4nnc(SCC(=O)Nc5ccc(/C(C)=N\O)cc5)o4)cc3[nH]2)cc(OC)c1OC,93,124,105,115,103,118,77,101,109
CC1=CC2(C)NC(=O)C(C)C12 (centres undefined),·,107,111,110,106,107,89,115,108
C=C(C)[C@@H]1CC[C@]2(/C=N/Nc3ccncc3)CC[C@]3(C)[C@H](CC[C@@H]4[C@@]5(C)CCCNC(C)(C)[C@@H]5CC[C@]43C)[C@@H]12,95,105,90,113,86,84,95,95,96
O=C1CC(c2ccc3c(c2)OCCO3)c2cnn(Cc3ccco3)c2N1 (centres undefined),102,94,90,95,99,106,83,94,85
CC(=O)Nc1c(I)c(C(=O)O)c(I)c(N(C)C(C)=O)c1I,104,110,110,105,108,131,98,110,·
OCC(O)c1ccccn1 (centres undefined),104,95,113,108,106,114,110,113,126
Cc1cc(=O)n2c(nc3ccccc32)s1,89,97,94,115,103,106,111,·,110
COc1ccc(-c2nc3sccn3c2-c2cc(-c3ccc4cc(OC)ccc4c3)on2)cc1,105,95,99,113,101,85,93,103,100
CC(=O)c1ccc(NC(=O)N(CCCl)N=O)cc1,99,87,97,114,102,114,99,106,99
N=C(N)SCc1csc(N)n1,96,106,107,98,109,102,95,104,84
Cc1ccc(C(=O)c2sc3[nH]c(=O)c(C(=O)O)cc3c2N)cc1,94,106,109,109,104,105,116,108,129
Nc1ccccc1NC(=O)c1ccc(-n2nc(-c3ccccc3)c3ccccc32)cc1,63,87,77,107,89,73,25,54,68
O=C1[C@@H](OS(=O)(=O)N2CCCC2)[C@H](c2ccc(F)cn2)N1c1cc2c3ccccc3ccc2c2ccccc12,92,106,91,93,91,113,66,98,106
Cc1ccc(-c2nn(-c3ccccc3)cc2/C=C/C(=O)c2ccc(NC(=O)CCCCCCC(=O)NNc3ccccc3)cc2)cc1,99,109,103,97,99,114,91,99,91
CCOC(=O)c1nnn(Cc2cc(=O)oc3ccc4ccccc4c23)c1C,96,108,97,100,98,109,90,103,97
CCCCCCCCCCCCCCCC(=O)OC[C@@]1(O)C[C@@]23CC[C@@H]4C(C)(C)CCC[C@@]4(C)[C@@H]2CC[C@H]1C3,92,108,98,113,102,103,89,102,107
O=c1/c(=C/c2ccccc2F)sc2ncnn12,96,120,77,100,91,99,53,96,84
CCNC(=O)CNC(=O)C(Cc1ccc([N+](=O)[O-])cc1)NC(=O)OC(C)(C)C (centres undefined),106,·,110,109,106,111,85,103,109
COc1ccc2c(c1)O/C(=C/c1ccc(OCC(=O)Nc3ccc(S(=O)(=O)N=C(N)N)cc3)c(OC)c1)C2=O,91,116,104,109,93,106,70,107,98
Cc1ccc(C)c(NC(=O)N2CCCCC2C)c1 (centres undefined),120,109,110,94,94,103,89,101,96
CCOC(=O)C(O)C(=O)OCc1ccc2ccccc2n1 (centres undefined),101,105,116,112,103,100,88,100,97
COC(=O)C(=[N+]=[N-])C(=O)c1cccc([N+](=O)[O-])c1,94,101,103,87,103,111,79,106,113
N#Cc1ccccc1Cn1cc(CSc2nc3ccccc3o2)nn1,108,98,100,91,108,97,84,108,102
COc1ccc(-c2nc3ccc(-c4nnc(SCC(=O)Nc5ccc(C(=O)/C=C/c6cc(OC)c(OC)c(OC)c6)cc5)o4)cc3[nH]2)cc1,94,114,93,120,82,121,82,94,93
COc1cc(CO)ccc1OCc1ccccc1,96,101,93,102,97,108,·,106,101
CC(C)CN1CCN(CCCOC(=O)Nc2cccc3ccccc23)CC1C (centres undefined),101,99,99,126,100,114,101,100,96
CC(C)(C)CC(C)(C)c1ccc(OCCOc2ccc(C(=O)NCCNC(=O)c3ccc4ccccc4c3O)cc2N)cc1,107,110,110,100,103,115,85,110,109
CC(O[N+](=O)[O-])c1cccc([N+](=O)[O-])c1 (centres undefined),93,110,108,103,103,108,100,110,106
O=Cc1csc2ccccc12,93,113,123,102,95,112,81,100,105
CS(=O)(=O)Nc1ccc(-c2nc(-c3cccc(O)c3)c(-c3ccnc(Br)c3)[nH]2)cc1,57,96,71,107,85,74,59,93,91
COc1ccc2oc3c(c4c(c5c6ccccc6n(C)c35)C(=O)N(O)C4=O)c2c1,73,101,96,104,80,107,52,67,82
O=S(=O)(Nc1ncccn1)c1ccc(N=Nc2ccc(O)c3ncccc23)cc1,36,96,82,75,68,63,48,58,25
CCOC(=O)c1csc2ncc(-c3ccc(OC)cc3)n12,99,108,98,102,89,103,95,105,90
COc1ccc(-c2ccnc3c2c(-c2ccccc2)nn3-c2ccccc2)cc1,97,94,108,101,90,119,89,95,109
COc1ccc(OC)c(C(=O)c2ccc([N+](=O)[O-])cc2)c1,104,117,98,100,104,121,·,109,116
CCN(CC)Cc1cc(Nc2nc(/C=C/c3ccc(Cl)cc3)nc(Cl)c2-c2ccc(Cl)cc2)ccc1O,97,96,70,·,96,83,83,97,52
CCCSc1nc(-c2ccc(OCc3ccccc3)c(OC)c2)c(C#N)c(=O)[nH]1,103,107,99,105,106,·,99,106,104
CN(C)C(=C(c1ccccc1)c1ccccc1)c1ccccc1,96,102,79,102,89,100,87,91,92
COc1ccc2oc(=O)cc(C3NOC(N)=C3C#N)c2c1 (centres undefined),99,106,109,97,99,102,92,102,98
COC(=O)CC1C2(C)C3=C(C)C(c4ccoc4)CC3OC2C(OC(C)=O)C2C(C)(C(=O)OC)C=CC(=O)C21C (centres undefined),100,101,110,85,91,90,92,103,92

# Entries of single compounds, quoted from the list. Order of screens: OVCAR-8, OVCAR-5, OVCAR-4, SK-OV-3, NCI-H23, OVCAR-3, NCI-H522, NCI/ADR-RES, IGROV1
# COc1ccc(OC)c(C(=O)c2ccc([N+](=O)[O-])cc2)c1 as listed: 104, 117, 98, 100, 104, 121, ·, 109, 116
# CN(C)C(=C(c1ccccc1)c1ccccc1)c1ccccc1 as listed: 96, 102, 79, 102, 89, 100, 87, 91, 92

# Later entries
SMILES,OVCAR-8,OVCAR-5,OVCAR-4,SK-OV-3,NCI-H23,OVCAR-3,NCI-H522,NCI/ADR-RES,IGROV1
Nc1nc(-c2cc3ccccc3c(=O)o2)cs1,104,106,100,91,93,100,66,99,107
S=C(N/N=C/c1ccccn1)Nc1ccccn1,14,49,·,36,24,-0.2*,-40*,8.0*,27
CCOC(=O)Nc1ccc(F)cc1,102,99,104,107,102,·,95,98,114
COc1ccc(-c2cc(-c3nnc(SC/C(=N/O)c4ccccc4)o3)c3ccccc3n2)cc1,95,96,96,105,97,95,75,88,99
O=C(O)C(CBr)c1ccccc1 (centres undefined),103,107,111,106,107,113,91,108,109
CC(=O)N(C)C,99[500 µM],103[500 µM],109[500 µM],123[500 µM],91[500 µM],111[500 µM],89[500 µM],95[500 µM],103[500 µM]
COc1ccc(OC)c(-c2cn3c(-c4c[nH]c5ccc(Br)cc45)csc3n2)c1,95,92,96,93,85,·,93,83,86
COC(=O)c1c2c(c(C)[n+]([O-])c1C)C(=O)C(NCc1ccc(Br)cc1)=CC2=O,4.5*,69,-27*,·,11,-21*,43,-3.2*,5.5*
NS(=O)(=O)c1ccc(N2N=C(c3ccc(Cl)cc3Cl)CCC2=O)cc1,86,98,118,87,99,106,85,·,98
Cc1cc(C)cc(C(=O)Nc2cccc(C#Cc3cccc4[nH]nc(N)c34)c2)c1,53,74,81,96,77,·,24,60,65
NC(Cc1ccc(O)cc1)C(=O)N/N=C/c1ccccc1O (centres undefined),96,110,90,113,100,103,97,102,93
S=C=Nc1ccc(N2CCOCC2)cc1,102,98,106,93,92,109,74,101,97
CCCCCCCCC1CC(C)CCC1=O (centres undefined),102,113,108,106,107,110,·,108,107
COC(=O)Cn1c(-c2ccc(C)o2)nc2cc3nc4ccccc4nc3cc21,101,115,116,96,91,104,94,100,100
O=c1[nH]nc(-c2n[nH]c(=O)o2)o1,104,102,112,97,93,103,98,100,104
CCN(CC)CCC(=O)c1ccccc1,94,92,84,96,88,86,108,94,108
O=C(c1ccc(Cl)cc1)c1ccccc1Cl,90,·,97,96,91,118,91,·,88
COc1ccc2cc(C(C)C(=O)Nc3ccc(C(=O)Nc4ccc(S(=O)(=O)N=C(N)N)cc4)cc3)ccc2c1 (centres undefined),104,95,·,104,103,112,94,107,103
COc1ccc(-c2c(C#N)cnc(N)c2-c2nc3ccccc3s2)c(OC)c1,107,96,104,109,94,109,88,97,94
CCCCCCCOC(=O)c1ccc(C(C)C)cc1,103,107,113,110,97,110,88,101,106
CC1=NN(c2cccc(S(N)(=O)=O)c2)C(=O)C1,107,90,99,91,88,96,113,95,·
CCSC1=NC2C(N(CC)C(=O)N2CC)N1/N=C/C=C/c1ccccc1 (centres undefined),96,99,79,91,97,92,69,95,92
O=C1C2CCCN2C(=O)c2ccccc2N1Cc1cn(-c2ccc(F)cc2F)nn1 (centres undefined),100,101,106,102,104,106,102,98,101
CCN(CC)CCCNc1nccc2c(OC)cccc12,104,·,98,100,107,106,101,108,108
CCC1(c2ccccc2)CN(C)C1=O (centres undefined),99,99,109,109,92,105,112,103,119
C#CC(NCCC(C)CC(C)(C)C)C(C)C (centres undefined),107,101,107,107,101,102,·,103,102
CCOC(=N)c1ccc(C(=N)OCC)cc1,105,105,106,93,101,124,97,104,111
Cc1cc(CC(=O)O)cc(C)c1C,102,109,109,111,99,112,101,105,127
Nc1nc(=O)c2cccnc2c(=O)[nH]1,102,100,105,111,101,104,99,103,102
c1coc(-c2cc3nc(N4CCOCC4)nc(-c4cccs4)n3n2)c1,93,80,105,99,103,93,74,91,90
Cc1ccc(S(=O)(=O)C2=C3C(=C(c4ccccc4)c4ccccc43)CN(S(=O)(=O)c3ccc(C)cc3)C2)cc1,22,94,70,93,47,57,-46*,28,54
Oc1[nH]c2cc(Cl)ccc2c1/C=c1/ccc2c(c1)N=C(c1ccc(C(F)(F)F)cc1)N=2,92,108,92,120,91,107,107,98,117
CC(C)=C1CCC(C)C/C1=N\N=C(N)N (centres undefined),104,110,107,106,105,113,91,101,99
Cc1ccc(N2CCN(CC(O)COc3ccccc3Cl)CC2)cc1 (centres undefined),93,100,108,113,102,110,87,99,103
Clc1cc2c(nn1)Nc1ccccc1S2,96,100,95,99,95,117,56,97,27
CCCS(=O)(=O)c1oc(-c2ccc(F)cc2)nc1S(=O)(=O)c1ccc(F)cc1,-69*,-68*,-91*,83,-42*,-96*,-93*,-52*,75
O=C1C=CC(=O)N1Cc1ccncc1,103&104,100&112,99&107,105&100,100&100,107&103,74&101,103&100,105&108
Cc1ccc([N+](=O)[O-])c2ccccc12,98,103,110,108,109,105,101,110,117
O=C1C2C(c3cccs3)C=C(c3ccc(Cl)cc3)N2C(=S)N1c1ccccc1 (centres undefined),98,97,98,109,94,104,99,103,93
COc1cc(C=C2C(=O)NC(=O)NC2=O)cc(CN2CCCCC2)c1O,105,101,116,108,102,107,103,110,114
COc1cc(/C=N/NC(=O)c2cnn3c2NC(c2ccccc2)C3)ccc1Oc1ccccc1 (centres undefined),31,60,32,28,44,-23*,14,41,34

# Entries shown so far that have a Cl atom, in the order listed:
SMILES,OVCAR-8,OVCAR-5,OVCAR-4,SK-OV-3,NCI-H23,OVCAR-3,NCI-H522,NCI/ADR-RES,IGROV1
O=[N+]([O-])c1ccc(OCCCBr)c(Cl)c1,97,112,89,112,99,111,85,104,103
COc1ccc2oc(=O)cc(/C=N\Nc3nc(-c4ccc(Cl)cc4)cs3)c2c1,96,96,85,85,83,101,78,95,67
CC(=O)c1ccc(NC(=O)N(CCCl)N=O)cc1,99,87,97,114,102,114,99,106,99
CCN(CC)Cc1cc(Nc2nc(/C=C/c3ccc(Cl)cc3)nc(Cl)c2-c2ccc(Cl)cc2)ccc1O,97,96,70,·,96,83,83,97,52
NS(=O)(=O)c1ccc(N2N=C(c3ccc(Cl)cc3Cl)CCC2=O)cc1,86,98,118,87,99,106,85,·,98
O=C(c1ccc(Cl)cc1)c1ccccc1Cl,90,·,97,96,91,118,91,·,88
Oc1[nH]c2cc(Cl)ccc2c1/C=c1/ccc2c(c1)N=C(c1ccc(C(F)(F)F)cc1)N=2,92,108,92,120,91,107,107,98,117
Cc1ccc(N2CCN(CC(O)COc3ccccc3Cl)CC2)cc1 (centres undefined),93,100,108,113,102,110,87,99,103
Clc1cc2c(nn1)Nc1ccccc1S2,96,100,95,99,95,117,56,97,27
O=C1C2C(c3cccs3)C=C(c3ccc(Cl)cc3)N2C(=S)N1c1ccccc1 (centres undefined),98,97,98,109,94,104,99,103,93

# Source: PubChem BioAssay
